Screens as filed in PubChem BioAssay.
HT1080NT lethal – qHTS for induction of synthetic lethality in tumor cells producing 2HG: qHTS for the HT-1080-NT fibrosarcoma cell line; HT-1080-NT fibrosarcoma viability, CellTiter-Glo ATP luminescence, 48 h; Potency, µM (titrated, usually from 46.1 µM), for the others: at the highest dose activity, negative = less viability, most hits filed as cytotoxic; hit rate 1.6% among 360,000; AID 686970, 2013;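 further: NT is the 2HG producing partner of a matched IDH1 knockdown line; potency means the concentration at half of the fitted maximal effect; 0% = DMSO-treated cells and -100% = media-only wells without cells; nearly all actives have a fitted effect of over 55% in size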
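Viability by CellTiter-Glo luminescence after 48 h compound exposure at 37C of HT-1080-NT cells (750/well, RPMI, 5% FBS). % activity scaled between DMSO wells and medium-only wells, then curve-fitted and categorized by curve class.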
HT1080 IDH1KD tx – qHTS for induction of synthetic lethality in tumor cells producing 2HG: qHTS for the HT-1080-IDH1KD cell line; HT-1080 IDH1 knockdown viability, ATP luminescence, 48 h; Potency, µM (series often up to 46.1 µM), inactives show top-dose activity, negative = toxicity, actives largely listed as cytotoxic; hit rate 2% among 360,000; AID 686971, 2013;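 further: potency means the concentration at half of the fitted maximal effect; 0% = DMSO wells and -100% = cell-free medium wells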
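% activity derives from luminescence (CellTiter-Glo), normalised to DMSO and no-cell wells. HT-1080-IDH1KD cells, 750/well, had 48 h compound exposure at 37 °C.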
KB-3-1 tox – qHTS assay for MDR1-selective chemotherapeutics: Primary screen using the parental adenocarcinoma cell KB-3-1. KB-3-1 viability, CellTiter-Glo ATP luminescence, 72 h. Potency, µM (top dose mostly 46.1 µM), without a hit: top-dose activity change, negative = cytotoxic, usual class: cytotoxic. hit rate 1.4% among 400,000. AID 1347075, 2019; further: potency means the concentration at half of the fitted maximal effect; on the % scale 0 is the no-effect control and ±100 the full control effect; nearly all actives have a fitted effect of over 60% in size
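Parental KB-3-1 adenocarcinoma cells in phenol-red-free DMEM with 10% FBS were pin-treated with compounds at several concentrations, incubated 72 h at 37 °C, and viability read by CellTiter-Glo luminescence; concentration-effect curves were fitted after normalization.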
ATXN viability – Viability Counterscreen for Primary qHTS for Inhibitors of ATXN expression. S2 cells (HEK-293 line with an ATXN2-luciferase reporter) viability, CellTiter-Fluor protease fluorescence, 24 h. Potency, µM (doses to about 56.7 µM), actives largely listed as cytotoxic. hit rate 0.49% among 400,000; further: potency means the concentration at half of the fitted maximal effect; nearly all actives have a fitted effect of over 40% in size
SW480 rereplic – A quantitative high throughput screen for small molecules that induce DNA re-replication in SW480 colon adenocarcinoma cells | SW480 DNA re-replication, Hoechst DNA content imaging, 48 h | Potency, µM (top dose mostly 46.1 µM), for the others: at the highest dose re-replication activation, actives largely listed as activators | hit rate 1.8% among 340,000 | AID 624297, 2012; further: potency means the concentration at half of the fitted maximal effect; % of control where 0% means no effect; nearly all actives have a fitted effect of over 55% in size
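Image-based DNA-content assay: after two days of treatment, nuclei were labelled with the DNA dye Hoechst and imaged, and hits were compounds raising the count of nuclei showing high fluorescence intensity.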
KB-V1 MDR tox – qHTS assay for MDR1-selective chemotherapeutics: Primary screen using the drug-selected MDR subline cells KB-V1. hit rate 3.4% among 400,000. Potency, µM (doses to about 46.1 µM), for the others: at the top dose activity change, negative = cytotoxicity, actives largely listed as cytotoxic. AID 1347076, 2019. KB-V1 MDR cells viability, CellTiter-Glo, 72 h; further: potency means the concentration at half of the fitted maximal effect; on the % scale 0 is the no-effect control and ±100 the full control effect; nearly all actives have a fitted effect of over 60% in size
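KB-V1, DMEM (no phenol red) + 10% FBS; cpd pin-transferred, titration series; 72 h, 37 degrees C; CellTiter-Glo, luminescence. Data normalized, curve-fit.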
IL-1B inflam inh – qHTS for Inhibitors of Inflammasome Signaling: IL-1-beta AlphaLISA Primary Screen; THP-1 LPS/ATP IL-1B secretion, AlphaLISA, 16 h; hits give low values; activity change, % at 57.5 µM; hit rate 4.7% among 360,000; in the data active means activity change below about -50%; inconclusive means mostly about -30% to -49%; further: on the % scale 0 is the no-effect control and ±100 the full control effect
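Secreted IL-1B measured by AlphaLISA bead assay after 16 h compound exposure of THP-1 cells; compounds (final up to 57.5 uM) added 1 h before LPS (250 ng/mL) and ATP (1.25 mM) stimulation; lower signal means less secretion.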
MCF10A rereplic – A quantitative high throughput screen for small molecules that induce DNA re-replication in MCF 10a normal breast cells; AID 624296, 2012; hit rate 2.9% among 350,000; MCF 10A DNA re-replication, Hoechst nuclear intensity, 48 h; Potency, µM (doses to about 46.1 µM), for the others: at the top dose activity, positive = re-replication, usual class: activators; further: potency means the concentration at half of the fitted maximal effect; % of control where 0% means no effect; nearly all actives have a fitted effect of over 50% in size
ATXN2 expr inh – Primary qHTS for Inhibitors of ATXN expression; Potency, µM (titrated, usually from 57 µM), inactives show top-dose activity change, negative = inhibition, hits mostly inhibitors; AID 1745845, 2022; hit rate 0.72% among 360,000; HEK-293 ATXN2-luciferase reporter, luminescence, 24 h; further: potency means the concentration at half of the fitted maximal effect; on the % scale 0 is the no-effect control and ±100 the full control effect; nearly all actives have a fitted effect of over 55% in size
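qHTS (up to 57 uM final) was run with 24 h compound exposure of reporter cells at 37 °C. Each well was multiplexed: SteadyGlo luminescence measured ATXN2-luciferase expression after a fluorogenic Gly-Phe-AFC viability readout (25 uM final).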
The depositor's hits bear a star; i = inactive; ? = inconclusive; . = not tested or not shown; & = joins results of further samples; [ ] = remark or other dose. Unless noted, the call rests on the fitted dose curve; in most records, active means well fitted curve in the direction sought with a large enough effect; inconclusive means small, poorly fitted or top-dose-only effect, or another doubt; inactive means no such curve, though single readings can be large; an effect the other way counts as inactive or inconclusive.

Each structure is followed by: HT1080NT lethal, HT1080 IDH1KD tx, KB-3-1 tox, ATXN viability, SW480 rereplic, KB-V1 MDR tox, IL-1B inflam inh, MCF10A rereplic, ATXN2 expr inh
- O=C(/C=C/c1ccc(F)cc1)N1CCCc2ccccc21
  -11%, 0%, -17%, i, 8%, -24%, ?, 29%, 14%
- NC(=O)c1ccc(NC(=O)COc2cccc3c2CCNC3=O)cc1
  -1%, 1%, 1%, i, 10%, 0%, 2, 1%, -1%
- CC(C)C[C@H]1CN([C@@H](Cc2ccccc2)CN2CCC[C@H]2CN2C(=O)C(=O)NC[C@@H]2Cc2ccc(O)cc2)C(=O)C(=O)N1CC1CCCCCC1
  ?, ?, ?, ?, ., ?, -89*, ., ?
- CN(CC(=O)NCCc1ccc(S(N)(=O)=O)cc1)CC(=O)Nc1ccc(Cl)cc1
  7%, 5%, 4%, ?, -4%, -5%, 21, 14%, -8%
- COc1cc(CNn2cnnc2)ccc1OCC(=O)NC1CCCCC1
  6%, 6%, 1%, ., -21%, 16%, 31, 6%, .
- C[C@H](CO)N1C[C@H](C)[C@@H](CN(C)C(=O)Nc2ccc3c(c2)OCO3)Oc2c(NS(=O)(=O)c3cn(C)cn3)cccc2C1=O
  2%, -1%, -13%, i, -12%, 3%, -10, -7%, 7%
- COc1ccccc1N(C)S(=O)(=O)c1ccc(C(=O)N2CCCc3ccccc32)cc1
  -9%, -19%, -18%, ?, 18%, -1%, -11, ?, -29%
- CSc1ccccc1NC(=S)Nc1cc(C)cc(C)c1
  0%, -2%, 0%, i, -4%, -5%, 4, 0%, 16%
- Cc1ccccc1C(=O)N/N=C/c1cccc2ccccc12
  2%, 0%, 1%, i, -10%, -3%, 30, 1%, 44%[activator]
- CC1(C)O[C@@H]2C[C@H]3[C@@H]4CCC5=CC(=O)CC[C@]5(C)[C@@]4(F)[C@@H](O)C[C@]3(C)[C@]2(C(=O)CCl)O1
  ?, ?, 0%, i, -1%, -5%, 0, -4%, 7%&-14%
- CCC(C)Sc1nc2c(c(=O)[nH]c(=O)n2C)n1CC(O)COc1ccccc1C (stereo not drawn)
  -13%, -18%, ?, i, -2%, 18µM*, 9, ?, -1%
- Cc1c(C(c2cccc(Br)c2)c2c(C)n(C)n(-c3ccccc3)c2=O)c(=O)n(-c2ccccc2)n1C
  -1%, 9%, ?, i, -32%, -1%, 4, 3%, -10%
- OC[C@H]1O[C@H](OCc2ccccc2)[C@H](O[C@@H]2OC[C@@H](O)[C@H](O)[C@H]2O)[C@@H](O)[C@@H]1O
  22%, 0%, 10%, i, -2%, 3%, 12, 0%, 8%
- CN(/N=C/c1cccnc1)c1cnc2ccccc2n1
  3%, -11%, ?, i, 9%, ?, 10, 11%, 99%[activator]
- CN1C(=O)[C@H]2[C@@H](C3CC3)N3C(=O)CN(Cc4ccccc4)C(=O)[C@@]3(C)[C@H]2C1=O
  3%, 5%, -1%, i, -4%, 14%, 5, 0%, 10%
- CC1CCCCC1NC(=O)c1cc(S(=O)(=O)N2CCOCC2)ccc1Cl (stereo not drawn)
  -9%, 1%, 2%, i, 1%, 2%, 30, 1%, 1%
- COc1ccc(N=[N+]([O-])c2ccc(OC)cc2)cc1
  9%, 1%, -3%, i, 2%, 0%, -7, -37%[inhibitor], -29%
- Cc1ccc(S(=O)(=O)OCCC2=CC(=O)CCN2Cc2ccccc2)cc1
  1%, 1%, -19%, i, -10%, -10%, -28, 0%, -2%
- Fc1ccc(N2CCN(c3ncnc4c3nc3n4CCCCC3)CC2)cc1
  ., ., ?, i, ., -18%, ., ., -15%
- N#Cc1cc(S(=O)(=O)N2CCOCC2)ccc1N1CCOCC1
  -7%, 3%, 0%, i, 3%, 8%, -14, 6%, -4%
- CC1=CC=CC2=N/C(=N\S(=O)(=O)c3ccc(F)cc3F)c3ccccc3CN12
  6%, 1%, -1%, i, -19%, 0%, -16, 17%, 32%
- Cc1nc(C)c(-c2csc(Nc3ccc(S(N)(=O)=O)cc3)n2)s1
  -18%, -7%, -6%, i, -4%, 15%, -59*, 14%, ?
- CC(=O)NC1(C(F)(F)F)NC(=O)N(CCc2ccccc2)C1=O (stereo not drawn)
  -3%, 1%, 7%, i, -1%, ?, -19, 7%, .
- CCN(CC(=O)Nc1c(F)cccc1F)C(=O)CSc1nc(C)cc(C)n1
  -5%, 2%, -8%, i, -6%, -26%, 10, 2%, -4%
- CC(C)(O)C#Cc1ccc(CN2CCCC(CNC(=O)c3ccco3)C2)cc1 (stereo not drawn)
  -1%, 4%, 1%, i, 3%, -22%, i, 12%, -2%
- CCOC(=O)/C(=N\Nc1ccccc1Cl)N1CCN(C)CC1
  -16%, -19%, 0%, i, 3%, ?, -58*, 11%, -10%
- COc1cc(C)c(NC(=O)COc2ccc3c(c2)CCC3)cc1OC
  0%, 2%, ., i, -5%, ., 8, ?, 12%
- Cc1cc(C)cc(NC(=O)CN2CCN(c3ccccc3)CC2)c1
  8%, -12%, -3%, ?, 1%, 4%, 0, -2%, .
- COc1ccc(-c2nc(CN3CCCCC3c3cccnc3)c(C)o2)c(F)c1 (stereo not drawn)
  -3%, 0%, 8%, i, -3%, -13%, -14, -11%, -15%
- Cc1ccccc1OCC(=O)Nc1ccccc1NC(=O)c1ccco1
  4%, 4%, -1%, i, 2%, -11%, 31, 13%, -5%
- CCN1C(c2ccccc2)=C(c2ccccc2)S/C1=C\C=C1/SC(=S)N(C)C1=O
  ?, ?, -12%, ., 2%, -17%, -17, -3%, ?
- Cc1[nH]c(-c2ccc3c(c2)OCO3)nc1C(=O)O
  ?, ?, -1%, i, -1%, -15%, -17, 5%, 0%
- O=C(NNC(=O)c1ccccc1-c1ccccc1C(=O)O)c1ccccc1
  4%, 2%, -6%, i, -19%, -17%, -3, 2%, 8%
- O=C(CSc1nnc(-c2cccnc2)n1Cc1ccccc1)NCc1ccco1
  4%, -1%, 2%, i, -5%, -3%, 13, 1%, 4%
- C(=NOCc1ccccc1)c1ccncc1
  8%, 8%, -1%, i, -15%, 16%, -7, -38%[inhibitor], 35%[activator]
- CCN1C(=O)C(CC(=O)Nc2ccc(F)cc2)N(CCc2ccc(OC)cc2)C1=S (stereo not drawn)
  -7%, -25%, -12%, i, 5%, 15%, ?, 1%, 4%[11.3 µM]
- CC(C)(C)Nc1cccccc1=O
  -2%, 9%, 21%, i, -10%, -5%, 6, ?, -11%
- CCOC(=O)C1C(c2ccc(OC)cc2)N(C)OC1(O)C(F)(F)F (stereo not drawn)
  3%, 0%, 1%, ?, 0%, 6%, 26, 1%, -1%
- COCCCN(C(C)=O)c1nc(-c2ccc(OC)cc2)cs1
  -29%, -22%, 12µM*, i, ?, 7.3µM*, 26, ?, -2%
- COc1ccc(-c2cc(C(=O)NCc3cccc(Cl)c3)[nH]n2)c(C)c1
  10%, 3%, 0%, i, ., 5%, -18, ., 8%
- CC(C)Cn1c(N)c(C(=O)CSc2nc3ncc(Cl)cc3[nH]2)c(=O)n(C)c1=O
  -3%, -11%, ?, ?, 8%, ?, ?, 18%, ?
- COc1ccc(/C=N/NC(=O)c2ccc3c(c2)OCCO3)cc1[N+](=O)[O-]
  0%, -14%, 5%, i, -3%, -25%, -4, -4%, -3%
- O=C1[C@@H]2CSCN2C(=O)CN1Cc1ccc(F)cc1
  11%, -1%, 13%, i, 4%, 19%, 27, 2%, 1%
- COc1cc(CN2CCN(c3ncccn3)CC2)cc(OC)c1
  -1%, 10%, -1%, i, 1%, -5%, 14, 0%, .
- COC(=O)C1=C(C)NC(C)=C(C(=O)OC)C1c1ccco1
  -2%, 10%, -8%, ?, -11%, -1%, 2, 0%, -27%
- O=C(/C=C/c1ccc(S(=O)(=O)N2CCOCC2)cc1)Nc1ccc(F)c(F)c1F
  -13%, -7%, ?, i, -5%, 21µM*, -5, 3%, -3%
- O=C(COc1ccc([N+](=O)[O-])cc1)Nc1nc(-c2ccccn2)cs1
  ?, ?, ?, ?, -65%[inhibitor], ?, 67, -2%, ?
- CCCN(CC(=O)Nc1ccccc1C)C(=O)c1sc2ccccc2c1Cl
  4%, 14%, 6%, ?, -1%, -21%, -7, 23%, -24%
- COc1cc(O)c(C(CC(=O)N2CCN(c3ccccc3)CC2)c2ccc3c(c2)OCO3)c(OC)c1 (stereo not drawn)
  10%, 2%, 3%, i, -2%, 8%, -18, -7%, -5%
- Cc1sc(NC(=O)CSc2nnc(COc3ccccc3)n2C)c(C#N)c1C
  -20%, -14%, 3%, i, 1%, 3%, 12, 10%, 24%
- CCOC(=O)CN(C(=O)CNC(=O)c1cccs1)C(C(=O)NC1CCCCC1)c1cccs1 (stereo not drawn)
  17%, 1%, 8%, ?, -3%, 21µM*, -3, 0%, 3%
- COc1ccc(/C=N/NC(=O)c2cc(-c3ccccc3)nc3ccccc23)cc1O
  -16%, -25%, 7%, i, -6%, -4%, 40, 28%, 29%
- COc1ccc(-c2cn3cccnc3n2)cc1NS(=O)(=O)c1ccccc1
  13%, 28%, 11%, i, 1%, 13%, -5, -25%, 10%
- CC(C)(C)C(=O)CSc1nc2ncc(Br)cc2[nH]1
  3%, 1%, -2%, i, -4%, ?, 11, -18%, 16%
- Cc1cccc2c1-c1sc(C(=O)N3CCc4ccccc4C3)cc1CO2
  -3%, 5%, 19%, i, -2%, -16%, ?, ?, 19%
- Cc1cc(C)c(S(=O)(=O)N(C)c2ccccc2)c(C)c1
  8%, 14%, -26%, i, 0%, -10%, ?, ?, -2%
- N/C(=N\OC(=O)c1ccc(Cl)c([N+](=O)[O-])c1)c1ccccc1
  0%, -2%, 0%, i, 1%, 6%, -6, 14%, .
